Assay outcomes as filed in PubChem.
CHRM5 agonist – agonists of human muscarinic M5 receptor (CHRM5) | P08912 | CHO-K1 hM5 cells, Fluo-8 calcium fluorescence; 0% DMSO wells, 100% maximal acetylcholine response | activation, % at 3 µM | hit rate 0.19% among 360,000;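 active means activation above the run's mean over test compounds plus 3 SD, cut at about 23% in these data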;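 further: signal is peak over basal fluorescence ratio across the kinetic read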
CHRM4 agonist – CHRM4 agonism in calcium assay; AID 624127; activation, % at 3 µM; CHO-K1 hM4/Gqi5, Fluo-8 calcium fluorescence; vehicle 0%, full acetylcholine response 100%; hit rate 0.14% among 360,000; P08173;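 active means activation above the run mean over all test wells plus 3 SD, cut at about 32% in these data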;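 further: peak over basal fluorescence ratio per well then scaled between controls; 0% = DMSO wells and 100% = acetylcholine at EC100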
M5 antag – antagonists of human muscarinic M5 receptor (CHRM5); inhibition, % at 3 µM; P08912; hit rate 0.59% among 360,000; AID 624040; CHO-hM5 cells, Fluo-8 calcium fluorescence, ACh EC80;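 active means inhibition above a per-plate cutoff, the mean of that plate's test compounds plus 3 SD, cut at about 27% in these data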;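 further: 0% = acetylcholine EC80 with DMSO and 100% = DMSO without agonist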
CRFR2-BP antag – CRF-BP/CRF-R2 complex antagonism; HEK293 CRF-R2/CRF-BP, CRF-induced calcium fluorescence; AID 588475; inhibition, % at 11.8 µM; hit rate 0.59% among 350,000;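 active means inhibition of the ligand-induced calcium signal above about 50% at the single tested concentration, limit read from the data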
M5 PAM – positive allosteric modulators of human muscarinic M5 receptor | CHO-K1 hM5, Fluo-8 calcium, ACh EC20 PAM; 0% = ACh EC20, 100% = ACh EC100 | activation, % at 3 µM | hit rate 0.3% among 360,000 | P08912 | AID 624038;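 active means activation above the run cutoff, the mean activation of all test compounds plus 3 SD, cut at about 18% in these data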
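Test system: CHO-K1 hM5 cells / Doses: single-point, 3 µM nominal / Times: Post-acetylcholine fluorescence recording 140 s / Technique: Fluo-8 calcium fluorescence / Measure: Max/basal fluorescence ratio as % of EC20–EC100 ACh window / Benchmarks: low control EC20 acetylcholine (0%), high control EC100 acetylcholine (100%) / Replicates: one well per compound, no replicates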
M4 antag – antagonists of human muscarinic M4 receptor (CHRM4) | P08173 | CHO-hM4 cells, ACh EC80, Fluo-8 calcium fluorescence | inhibition, % at 3 µM | hit rate 0.73% among 360,000 | AID 624125;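 active means inhibition above its plate's cutoff, the mean inhibition of sample wells plus 3 SD, cut at about 27% in these data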;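 further: 0% = acetylcholine EC80 with DMSO and 100% = DMSO without agonist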
CHRM4 PAM – positive allosteric modulators of human muscarinic M4 receptor; activation, % at 3 µM; hit rate 0.4% among 360,000; P08173; CHO-K1 hM4/Gqi5, Fluo-8 calcium fluorescence, ACh EC20; 0% = ACh EC20, 100% = maximal ACh;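 active means activation above its plate's cutoff, the mean activation of sample wells plus 3 SD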; further: some results filed as inactive read as strong as hits
IDE inh – inhibitors of human insulin-degrading enzyme in cells; HEK cells, FAbetaB cleavage, fluorescence polarization; AID 434962; inhibition, % at 5.59 µM; hit rate 0.41% among 320,000; P14735;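 active means percent inhibition above the average of all tested compounds plus 3 SD, set per screening campaign, cut at about 16% in these data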;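 further: IDE supplied by intact live HEK cells; FP after avidin binding of uncleaved biotin substrate so inhibition keeps polarization high; 0% = DMSO wells and 100% = 60 µM reference IDE inhibitor Ii1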
Target sequence (P14735 whole entry, looked up): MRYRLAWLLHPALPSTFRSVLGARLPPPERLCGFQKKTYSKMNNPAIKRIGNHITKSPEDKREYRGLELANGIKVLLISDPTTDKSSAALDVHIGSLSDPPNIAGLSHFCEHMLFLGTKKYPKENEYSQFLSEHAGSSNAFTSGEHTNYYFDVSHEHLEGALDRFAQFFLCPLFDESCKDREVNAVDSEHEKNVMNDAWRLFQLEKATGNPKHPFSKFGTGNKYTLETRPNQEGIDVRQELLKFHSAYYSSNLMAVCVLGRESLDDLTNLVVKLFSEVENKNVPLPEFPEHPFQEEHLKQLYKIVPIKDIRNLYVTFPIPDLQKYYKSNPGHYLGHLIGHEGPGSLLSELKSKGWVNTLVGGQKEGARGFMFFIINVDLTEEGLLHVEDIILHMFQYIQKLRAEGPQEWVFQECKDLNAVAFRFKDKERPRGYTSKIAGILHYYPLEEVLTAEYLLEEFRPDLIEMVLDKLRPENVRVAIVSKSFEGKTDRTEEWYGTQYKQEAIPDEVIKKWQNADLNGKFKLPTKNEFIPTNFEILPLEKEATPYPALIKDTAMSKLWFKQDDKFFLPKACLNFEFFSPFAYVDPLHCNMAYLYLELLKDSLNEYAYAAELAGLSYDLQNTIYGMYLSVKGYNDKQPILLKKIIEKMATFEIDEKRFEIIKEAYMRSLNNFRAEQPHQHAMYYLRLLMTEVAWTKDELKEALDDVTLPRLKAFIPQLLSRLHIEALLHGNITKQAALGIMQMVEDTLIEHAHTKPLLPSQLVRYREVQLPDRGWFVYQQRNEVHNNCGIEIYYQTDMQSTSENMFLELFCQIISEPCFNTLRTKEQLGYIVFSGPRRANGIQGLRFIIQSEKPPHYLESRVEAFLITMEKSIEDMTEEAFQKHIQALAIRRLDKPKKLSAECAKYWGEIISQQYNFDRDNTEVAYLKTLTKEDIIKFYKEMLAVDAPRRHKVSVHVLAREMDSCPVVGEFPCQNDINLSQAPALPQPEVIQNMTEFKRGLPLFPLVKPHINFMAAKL
CRFR2-BP ag – CRF-BP/CRF-R2 complex agonism; HEK293 CRF-R2/CRF-BP, calcium dye fluorescence (FLIPR); percent of saturating CRF peptide response; activation, % at 13.2 µM; hit rate 0.46% among 350,000;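 active means activation of at least 50%, plus an integration ratio under a set limit after plate pattern correction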;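 further: plate controls were neutral control wells without compound for no effect and CRF at EC100 for full effect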
* hit, by the source's call; . = not tested or not shown.

1	Cc1noc(C)c1C(=O)Nc1ccccc1N1CCOCC1
2	O=S(=O)(NC1CCCC1)c1ccc(S(=O)(=O)N(Cc2cccs2)CC2CCCO2)cc1 (stereo unspecified)
3	CCn1cc(C(=O)N2CCN(c3ccccc3)CC2)c(=O)c2cc(S(=O)(=O)N3CCOCC3)ccc21
4	CCS(=O)(=O)N1CCN(c2ccc([N+](=O)[O-])c(NC(C)c3ccccc3)c2)CC1 (stereo unspecified)
5	CCOC(=O)c1ccc(NC(=O)CC2Sc3ncnn3C2=O)cc1 (stereo unspecified)
6	CCN1C(Nc2ccccc2)=NC[C@@H]1Cc1ccccc1
7	Cc1ccc2c(c1)nnn2C1CCN(S(C)(=O)=O)CC1
8	O=[N+]([O-])c1cc(/C=N/O)ccc1N1CCCC1
assay / compound	1	2	3	4	5	6	7	8
CHRM5 agonist	3	-2	-5	-3	1	-9	0	-7
CHRM4 agonist	0	9	0	0	1	-1	1	1
M5 antag	4	4	8	-8	-2	2	0	-6
CRFR2-BP antag	1	-7	-2	-9	0	-7	-1	7
M5 PAM	3	-12	0	2	-1	-1	4	1
M4 antag	3	-8	1	-3	-3	8	0	-9
CHRM4 PAM	1	0	6	9	1	-5	6	3
IDE inh	5	8	1	0	2	-2	0	1
CRFR2-BP ag	0.6	-1.4	0.1	-1.0	0.1	0.2	-1.2	0.1

Values in list order from the entries so far.
M5 antag, nos. 1 to 8, in order: 4, 4, 8, -8, -2, 2, 0, -6
CHRM4 PAM, nos. 1 to 8, in order: 1, 0, 6, 9, 1, -5, 6, 3

(further entries)
9	CCCCNC(=O)CN(c1ccc(Cl)c(Cl)c1)S(C)(=O)=O
10	Cc1c(CN2CCc3c([nH]c4ccccc34)C2C2CCCCC2)cnn1C (stereo unspecified)
11	CN1/C(=C/C2CC(=O)N(c3cccc4ccccc34)C2=O)C(C)(C)c2ccccc21 (stereo unspecified)
12	CC(C)c1ccc(NC(=O)Cn2nnc(C(=O)NCc3ccc4c(c3)OCO4)c2N)cc1
13	COc1cccc(-c2cnc(C(O)c3cc(Cl)cc(Cl)c3)[nH]2)c1 (stereo unspecified)
14	COc1cccc(C(=O)NNC(=O)C(=O)Nc2ccc(C)cc2)c1
15	OCCNCCSc1nc(C2CCCCC2)n(-c2ccccc2Cl)n1
16	CCc1ccc(OCCn2cccn2)cc1
assay / compound	9	10	11	12	13	14	15	16
CHRM5 agonist	1	-5	0	-3	9	0	-19	-2
CHRM4 agonist	1	2	12	1	18	1	2	1
M5 antag	9	8	6	2	5	-4	1	9
CRFR2-BP antag	10	-11	1	-6	.	24	-1	3
M5 PAM	-4	3	-12	3	-6	8	1	-6
M4 antag	4	-6	-9	-3	-1	8	11	-2
CHRM4 PAM	1	7	-13	-2	-4	3	-24	0
IDE inh	0	0	4	1	.	-1	-3	0
CRFR2-BP ag	-0.4	-3.3	0.9	0.7	.	-1.0	-0.9	0.0

17	COc1ccc(C(=O)NCc2c(C)nn(Cc3ccccc3)c2C)cc1S(=O)(=O)N1CCOCC1
18	CN=C1SC(CC(=O)Nc2ccc(F)cc2F)C(=O)N1/N=C/c1ccc(OC(F)F)c(OC)c1 (stereo unspecified)
19	COc1ccc(C(=O)NCC(=O)OCC(=O)NCc2ccc3c(c2)OCO3)cc1
20	Cc1ccc(S(=O)(=O)N(C)C)cc1NC(=O)c1c(-c2c(F)cccc2Cl)noc1C
21	CN(NC(=O)c1ccccc1Cl)c1ncc(C(F)(F)F)cc1Cl
22	O=C(Nc1ccc(Cl)c(Cl)c1)Nc1ccc(Br)cc1F
23	O=C(CSc1nnnn1C1CCCC1)Nc1ccc2c(c1)OCO2
24	Cc1ccc(Cc2c(-c3ccc(F)cc3)nc3c(C)cc(Br)cn23)cc1
assay / compound	17	18	19	20	21	22	23	24
CHRM5 agonist	-5	-2	-5	-1	2	4	-6	-7
CHRM4 agonist	1	1	1	2	0	12	2	-2
M5 antag	1	9	22	3	7	31*	-5	16
CRFR2-BP antag	10	-11	6	-5	1	-63	-11	.
M5 PAM	-1	4	-4	3	0	-14	4	-12
M4 antag	4	-2	-10	-8	0	18	1	4
CHRM4 PAM	-3	-1	4	-8	7	-11	-6	-7
IDE inh	1	-5	3	9	14	3	1	.
CRFR2-BP ag	0.0	-1.4	-1.0	-1.2	-0.9	31	1.1	.

Some of the entries above, reformatted:
Value order: CHRM5 agonist	CHRM4 agonist	M5 antag	CRFR2-BP antag	M5 PAM	M4 antag	CHRM4 PAM	IDE inh	CRFR2-BP ag
9. CCCCNC(=O)CN(c1ccc(Cl)c(Cl)c1)S(C)(=O)=O
  1	1	9	10	-4	4	1	0	-0.4
10. Cc1c(CN2CCc3c([nH]c4ccccc34)C2C2CCCCC2)cnn1C (stereo unspecified)
  -5	2	8	-11	3	-6	7	0	-3.3
11. CN1/C(=C/C2CC(=O)N(c3cccc4ccccc34)C2=O)C(C)(C)c2ccccc21 (stereo unspecified)
  0	12	6	1	-12	-9	-13	4	0.9
12. CC(C)c1ccc(NC(=O)Cn2nnc(C(=O)NCc3ccc4c(c3)OCO4)c2N)cc1
  -3	1	2	-6	3	-3	-2	1	0.7

The results go on.
25	Cc1ccc(C)c2[nH]c(=O)c(CN(Cc3ccco3)C(=O)Nc3ccccc3)cc12
26	COc1ccc(CC(C)CC(=O)Nc2ccc(OC)cc2)cc1 (stereo unspecified)
27	Nc1cc2c(cc1Br)-c1ccc(F)cc1C2O (stereo unspecified)
28	O=C(CCCCCCCC(=O)c1ccccc1)c1ccccc1
29	CN(C)c1cc[n+](CC(=O)c2ccc(OC(F)F)cc2)cc1
30	COc1ccc(-c2nc(-c3ccccn3)ncc2S(C)(=O)=O)cc1
31	CC1(Cc2ccccc2C#N)C(=O)Nc2cc(-c3ccccc3Cl)ccc21 (stereo unspecified)
32	CCCCN(C(=O)c1ccc(OC)c([N+](=O)[O-])c1)c1c(N)n(CCC)c(=O)[nH]c1=O
assay / compound	25	26	27	28	29	30	31	32
CHRM5 agonist	-7	-7	9	-4	-16	-1	-1	-4
CHRM4 agonist	5	1	6	1	0	0	0	1
M5 antag	10	-2	-4	0	13	10	6	4
CRFR2-BP antag	-2	49	-35	21	-10	7	.	-1
M5 PAM	-15	3	11	1	2	-3	-6	2
M4 antag	9	-17	-7	-3	11	0	6	-4
CHRM4 PAM	5	-3	9	6	-7	-5	-9	8
IDE inh	2	1	.	5	6	4	.	0
CRFR2-BP ag	-1.1	-0.6	-0.3	0.6	2.5	0.9	.	-1.4

33	CN(C)C(=O)c1ccc(NC(=O)COC(=O)C2=COCCO2)cc1
34	CCOC(=O)c1c(NC(=O)OC)sc(C(=O)N(CC)CC)c1C
35	CCn1c(C)cc(C(=O)COC(=O)c2cccnc2SC)c1C
36	COc1cccc(NC(=O)C2(C)CCN2Cc2ccccc2Cl)c1 (stereo unspecified)
37	Cc1oc(-c2ccc(F)cc2)nc1CN(Cc1ccccn1)CC1CCCO1 (stereo unspecified)
38	CCCN1C(=O)/C(=C\c2ccncc2)SC1=Nc1ccccc1
39	CSc1ncc(CN2CCc3c([nH]c4ccccc34)C2C(C)(C)C)cn1 (stereo unspecified)
40	CC1CCCN(C(=O)C2CCC(CNc3c(N4CCCCC4)c(=O)c3=O)CC2)C1 (stereo unspecified)
assay / compound	33	34	35	36	37	38	39	40
CHRM5 agonist	0	-4	1	-3	1	-3	-1	-3
CHRM4 agonist	1	0	0	1	1	-1	0	0
M5 antag	2	-2	3	5	-11	11	8	-1
CRFR2-BP antag	-6	-22	-5	.	-5	-14	-16	-2
M5 PAM	1	-8	6	-7	3	-13	0	14
M4 antag	6	2	-5	-18	-6	-6	-8	-1
CHRM4 PAM	3	-5	2	-2	5	-3	3	10
IDE inh	-1	2	6	.	3	4	0	0
CRFR2-BP ag	-0.4	-2.0	-4.2	.	1.7	0.6	1.3	-1.0

41	Cc1c(-c2nnc(SCC(=O)O)n2-c2ccccc2Br)nnn1-c1ccccc1
42	CC(=O)N1CCN(Cc2nc(-c3cccc(Cl)c3)no2)CC1
43	S=c1[nH]nc(-c2ccco2)n1/N=C/c1ccc(Cl)cc1Cl
44	Cc1c(Cl)cccc1NC(=O)C1=COCCO1
45	O=C(Cn1cnc2ccccc2c1=O)Nc1ccc2c(c1)OCO2
46	COc1ccc(NC(=O)CN(c2ccccc2C)S(C)(=O)=O)c(OC)c1
47	CC1(C)CC(=O)C(N=Nc2c(Cl)cc(Cl)cc2Cl)=C(O)C1
48	CCOC(=O)c1cc(-c2ccccc2)n(CC2CC(c3ccc(OC)cc3)=NO2)n1 (stereo unspecified)
assay / compound	41	42	43	44	45	46	47	48
CHRM5 agonist	3	8	1	-3	-2	4	1	-2
CHRM4 agonist	4	5	0	1	0	2	0	22
M5 antag	-8	10	-2	1	1	-18	-2	22
CRFR2-BP antag	17	-8	-6	1	-2	-2	-6	-3
M5 PAM	2	-4	3	3	-5	1	4	-33
M4 antag	2	10	1	14	13	-2	0	26
CHRM4 PAM	2	-6	6	-2	-3	-3	-2	-12
IDE inh	3	5	1	2	0	0	-1	-2
CRFR2-BP ag	-0.3	-0.8	-3.2	-0.7	-0.5	1.4	-1.4	-0.4

49	Cc1ccc[n+](CC(=O)Nc2ccc(N(C)C)cc2)c1
50	Cc1ccc(NC(=O)CN(C)C(=O)c2cccc(Br)c2)cc1
51	C[C@H](N)C(=O)NC[C@H]1O[C@@H](n2cnc3c(N)ncnc32)[C@H](O)[C@@H]1O
52	O=C(CCCN1C(=O)c2ccccc2C1=O)N1CCCCC1
53	CCCCN(C(=O)CC1CCCC1)c1c(N)n(CC(C)C)c(=O)[nH]c1=O
54	O=c1[nH]c(SCc2cccc(Cl)c2)nc2[nH]ncc12
55	COc1ccc(C(CNC(=O)Cc2c(F)cccc2Cl)N2CCCCC2)cc1 (stereo unspecified)
56	COCc1cc(=O)n2[nH]c(-c3ccc(C)cc3)cc2n1
57	Cc1ccc(S(=O)(=O)N(CC(=O)Nc2cccnc2)c2ccc(Br)cc2)cc1
58	Cc1ccc(N=Cc2cc(Cl)cc(Cl)c2O)nc1
59	Cc1ccc(S(=O)(=O)Nc2cccc3c2O[C@H](CN(C)C(=O)Nc2ccc(C(F)(F)F)cc2)[C@@H](C)CN([C@H](C)CO)C3=O)cc1
assay / compound	49	50	51	52	53	54	55	56	57	58	59
CHRM5 agonist	-5	-1	1	-1	1	-2	-18	-1	-1	-2	-3
CHRM4 agonist	0	10	0	0	1	3	1	1	5	0	3
M5 antag	23	10	1	11	1	2	13	1	2	-4	7
CRFR2-BP antag	-2	1	3	47	-13	-9	-26	16	3	-28	2
M5 PAM	-4	-4	-2	-3	2	-4	-23	-1	3	-1	-7
M4 antag	-1	-3	0	-8	-10	0	-1	3	-5	-3	-8
CHRM4 PAM	-4	-8	1	2	3	-8	-7	-4	2	-3	-2
IDE inh	5	4	.	3	-2	3	5	-2	-7	-2	1
CRFR2-BP ag	1.7	0.1	-1.6	-1.9	-6.3	-1.0	-2.5	-2.4	-0.2	50	0.3
